Assay outcomes deposited in PubChem BioAssay by National Center for Advancing Translational Sciences (NCATS).
LMNA splice mod – modulators of lamin A splicing. HeLa LMNA splicing GFP/RFP minigene ratio, 48 h. Potency, µM (top dose mostly 46.1 µM), for inactives: at the top dose ratio change, negative = inhibition, hits mostly inhibitors. 200,000 compounds, 0.01% hits. AID 1487; active means well fitted inhibition curve with a large enough effect in the signal ratio, with a control signal flat, not every such curve was filed as active; inconclusive means small, poorly fitted or top-dose-only effect, or effect the other way, or a change in a side signal; the % refers to the signal ratio; further: potency means the concentration at half of the fitted maximal effect; on the % scale 0 is the no-effect control and ±100 the full control effect
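S3 HeLa cells stably expressing lamin A-EGFP splicing minigene plus DsRed2, 600 cells/well, 48 h compound exposure at 37C. Laser-scanning cytometry; analysed as GFP (500-530 nm)/RFP (575-640 nm) total intensity ratio; 0.5% DMSO vehicle.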
IMPase Li cell – membrane-permeable IMPase blocker, potentiated with lithium; CHO-M1 cells, IP1 TR-FRET (IP-One), carbachol + lithium; 210,000 compounds, 0.35% hits; AID 1457; Potency, µM (highest dose often 59.4 µM), for inactives: at the highest dose activity, negative = IMPase inhibition, usual class: inhibitors;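 further: IP1 builds up when IMPase is blocked and the TR-FRET signal falls; potency means the concentration at half of the fitted maximal effect; plate controls were basal vehicle for no effect and high inhibitor control for full effect; nearly all actives have a fitted effect of over 50% in size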
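Readout is a homogeneous TR-FRET IP1 immunoassay (Ex 320, Em 665 and 620), where raised cytosolic IP1 lowers signal. Cells were CHO-M1 treated 30 min at 37C with test compounds plus a little lithium; AC50 values came from Hill-equation fitting.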
CBFb RUNX1 block – inhibitors of human CBF-beta and RUNX1 interaction. Q01196+Q13951. AlphaScreen CBFb-His/RUNX1-biotin binding, biochemical. Potency, µM (highest dose often 59.8 µM), for the others: at the highest dose activity, negative = inhibition, actives largely listed as inhibitors. 230,000 tested, under 10 active. AID 1477; further: % of control where 0% means no effect
Target sequence (Q01196 whole entry, looked up): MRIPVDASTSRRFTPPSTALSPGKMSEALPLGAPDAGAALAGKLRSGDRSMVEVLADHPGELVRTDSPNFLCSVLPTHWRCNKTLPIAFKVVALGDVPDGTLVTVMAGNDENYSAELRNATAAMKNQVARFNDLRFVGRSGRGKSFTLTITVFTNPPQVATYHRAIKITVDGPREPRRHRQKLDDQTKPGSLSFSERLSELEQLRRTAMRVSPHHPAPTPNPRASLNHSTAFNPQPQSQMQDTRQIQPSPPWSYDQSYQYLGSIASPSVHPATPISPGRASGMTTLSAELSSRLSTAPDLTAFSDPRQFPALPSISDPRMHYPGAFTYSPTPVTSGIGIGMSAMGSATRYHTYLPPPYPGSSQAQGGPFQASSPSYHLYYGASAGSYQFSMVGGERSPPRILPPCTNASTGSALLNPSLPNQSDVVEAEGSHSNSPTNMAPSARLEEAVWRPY
Target sequence (Q13951 whole entry, looked up): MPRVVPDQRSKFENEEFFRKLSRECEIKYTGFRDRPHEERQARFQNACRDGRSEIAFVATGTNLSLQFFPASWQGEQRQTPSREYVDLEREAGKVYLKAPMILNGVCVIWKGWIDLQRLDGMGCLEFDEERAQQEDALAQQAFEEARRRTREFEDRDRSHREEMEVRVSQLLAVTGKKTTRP
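Compounds were screened at multiple concentrations against a preformed CBF-beta(His)/RUNX1(biotin) complex (30 nM of each) for 15 min at room temperature, followed by 90 min with nickel and streptavidin beads and AlphaScreen reading.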
KinaseGlo FLuc – blocks Kinase-Glo luciferase, a counter-screen artifact; Q27757; Kinase-Glo luciferase, ATP luminescence, 8 min; Potency, µM (highest dose often 38.3 µM), without a hit: at the top dose activity change, negative = inhibition, hits mostly inhibitors; 200,000 compounds, 0.28% hits; further: potency means the concentration at half of the fitted maximal effect; on the % scale 0 is the no-effect control and ±100 the full control effect; nearly all actives have a fitted effect of over 60% in size
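Light output from Kinase-Glo luciferase with luciferin and 10 uM ATP in 50 mM imidazole pH 7.2, KCl, MgCl2, Tween 20, BSA; compound pin-delivered, 8-min ambient incubation, then luminescence read.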
HTT aggregate – inhibitors of mutant huntingtin aggregate formation in PC12 cells; PC12 HttQ103-GFP aggregates, Acumen cytometry, 40 h; 220,000 compounds, 1.1% hits; Potency, µM (series often up to 46.1 µM), for inactives: at the top dose activity change, negative = inhibition, hits mostly inhibitors; further: potency means the concentration at half of the fitted maximal effect; on the % scale 0 is the no-effect control and ±100 the full control effect; nearly all actives have a fitted effect of over 60% in size
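Read-out: GFP aggregate count by laser scanning cytometer (488 nm excitation, 500-530 nm emission, 1–25 µm objects >6 SD above background). Cells: PC12, inducible HTTex1-Q103-GFP, 100 nM tebufenozide; compounds titrated.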
Epigenetic derep – epigenetic control regulation, reporter derepression | 280,000 compounds, 0.2% hits | murine LDR cells, GFP reporter derepression, 30 h | Potency, µM (top dose mostly 53.9 µM), inactives show top-dose GFP activation, hits mostly activators | AID 1865; further: potency means the concentration at half of the fitted maximal effect; % of control where 0% means no effect; nearly all actives have a fitted effect of over 60% in size
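Reporter derepression read as number of fluorescent GFP-positive objects, 20-120 um in size, counted by laser-scanning cytometer. Mouse LDR line with an epigenetically silenced CMV-GFP locus; compound incubation 30 h, 37 C.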
NPSR antagonist – blocks cAMP signaling of the human neuropeptide S receptor. CHO-NPSR cells, cAMP TR-FRET, antagonist mode. Potency, µM (series often up to 38.3 µM), inactives show at the top dose activity change, negative = inhibition, usual class: inhibitors. 220,000 compounds, 1% hits. AID 1461; further: potency means the concentration at half of the fitted maximal effect; on the % scale 0 is the no-effect control and ±100 the full control effect; nearly all actives have a fitted effect of over 50% in size; many of its hits are not listed in these tables
Target sequence (Q6W5P4 whole entry, looked up): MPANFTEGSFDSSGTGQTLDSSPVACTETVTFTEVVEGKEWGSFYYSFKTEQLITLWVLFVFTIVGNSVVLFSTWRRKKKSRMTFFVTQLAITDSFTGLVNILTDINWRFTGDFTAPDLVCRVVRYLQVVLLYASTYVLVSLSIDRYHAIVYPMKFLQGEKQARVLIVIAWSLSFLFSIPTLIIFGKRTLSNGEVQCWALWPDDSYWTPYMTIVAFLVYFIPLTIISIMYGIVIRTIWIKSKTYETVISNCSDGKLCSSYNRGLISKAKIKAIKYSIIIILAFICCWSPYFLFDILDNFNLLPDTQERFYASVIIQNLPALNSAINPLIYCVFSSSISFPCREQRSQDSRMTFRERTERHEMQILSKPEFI
The depositor's hits bear a star; ? = inconclusive; . = no result given; [ ] = remark or other dose. Unless noted, the call rests on the fitted dose curve; in most records, active means well fitted curve in the direction sought with a large enough effect; inconclusive means small, poorly fitted or top-dose-only effect, or another doubt; inactive means no such curve, though single readings can be large; an effect the other way counts as inactive or inconclusive. An excerpt, so the mix of outcomes need not match the whole.

1: CC(Sc1n[nH]c(N)n1)C(=O)C12CC3CC(CC(C3)C1)C2 (configuration not stated)
2: O=C(NCc1ccccn1)c1n[nH]c2ccccc12
3: Cc1ccc(C2=CSC3=NS(=O)(=O)CCN23)cc1C
4: O=C(CN1C(=O)CSC1=O)Nc1ccc(N2CCOCC2)cc1
5: O=C(OC1CCCCC1=O)c1cccc(S(=O)(=O)NCc2ccccc2)c1 (configuration not stated)
6: Cc1nnsc1Sc1ccccc1
7: CC(C)NC(=O)c1ccccc1NC(=O)CN(c1ccc2c(c1)OCO2)S(C)(=O)=O
8: CN1/C(=C\C=Nc2ccc3ccccc3c2)C(C)(C)c2ccccc21
assay / compound,1,2,3,4,5,6,7,8
LMNA splice mod,4%,3%,8%,8%,11%,.,13%,-9%
IMPase Li cell,11%[38.3 µM],9%[38.3 µM],-10%[38.3 µM],-2%[38.3 µM],2%[38.3 µM],3%,24%[38.3 µM],33%[activator][38.3 µM]
CBFb RUNX1 block,5%,4%,0%,6%,4%,0%,5%,-5%
KinaseGlo FLuc,1%,-6%,1%,0%,-2%,-1%,0%,-3%
HTT aggregate,-14%,-14%,-2%,8%,-11%,14%,-2%,?
Epigenetic derep,-12%,-2.5%,-1.1%,0.9%,-1.2%,0.0%,-1.0%,0.1%
NPSR antagonist,-15%[46.1 µM],4%[46.1 µM],7%[46.1 µM],-12%[46.1 µM],0%[46.1 µM],21%,-8%[46.1 µM],-4%[46.1 µM]

Structural class, those above containing an aryl thioether with sulfur outside any ring
1: CC(Sc1n[nH]c(N)n1)C(=O)C12CC3CC(CC(C3)C1)C2 (configuration not stated)
6: Cc1nnsc1Sc1ccccc1
assay / compound,1,6
LMNA splice mod,4%,.
IMPase Li cell,11%[38.3 µM],3%
CBFb RUNX1 block,5%,0%
KinaseGlo FLuc,1%,-1%
HTT aggregate,-14%,14%
Epigenetic derep,-12%,0.0%
NPSR antagonist,-15%[46.1 µM],21%

Continuation:
9: COCCn1c(SCC(=O)N2CC(=O)Nc3ccccc32)nc2ccccc2c1=O
10: Cc1onc(-c2ccccc2Cl)c1C(=O)N1CCN(c2cccc(Cl)c2)CC1
11: O=C(O)COc1ccccc1/C=N/NC(=O)CSc1nnc(SCc2cccc3ccccc23)s1
12: Cc1ccc2c(c1)c(N=O)c(O)n2Cc1ccc(Cl)cc1
13: Cc1csc(=Nc2ccccc2)n1C
14: COc1ccc(-c2nc(C)sc2CC(=O)O)cc1OC
15: COc1ccccc1OCCC(=O)O
16: Cn1c(SCC(=O)Nc2ccc(N3CCOCC3)c(Cl)c2)nnc1C(O)c1ccccc1 (configuration not stated)
assay / compound,9,10,11,12,13,14,15,16
LMNA splice mod,.,-27%,.,.,.,?,?,?
IMPase Li cell,2%,4%[38.3 µM],.,12%,8%,-4%,-5%,1%[38.3 µM]
CBFb RUNX1 block,-24%,0%,?,2%,?,-8%,11%,3%
KinaseGlo FLuc,0%,1%,.,0%,-2%,-5%,-2%,3%
HTT aggregate,10%,-31%,-12%[9.22 µM],?,?,3%,23%,6%
Epigenetic derep,0.5%,2.0%,0.0%,0.3%,-3.3%,0.0%,-0.3%,-4.8%
NPSR antagonist,3%,-21%[46.1 µM],10%,-58%,-10%,11%,5%,-11%[46.1 µM]

17: CCN(CC)CCCOc1ccc(Cl)c(Cl)c1
18: O=C(CCNC(=O)c1ccccc1Cl)Nc1cccc(C(F)(F)F)c1
19: O=C(NCc1ccccn1)c1cccc(NS(=O)(=O)c2ccccc2F)c1
20: O=[N+]([O-])c1cccc2c(Cl)ccnc12
21: O=C(Nc1nccs1)c1ccccc1[N+](=O)[O-]
22: O=C(CN1CCCCC1)N/N=C/c1cc2ccccc2nc1Cl
23: O=C(NCc1ccccc1)NC1(C(=O)N2CCOCC2)CCCCC1
24: O=C(Nc1ccc(Br)cc1F)C1CCCO1 (configuration not stated)
assay / compound,17,18,19,20,21,22,23,24
LMNA splice mod,1%,-12%,4%,?,-9%,12%[9.22 µM],-5%,-17%
IMPase Li cell,16%,0%,5%,19%,-7%,5%,-4%[38.3 µM],-4%
CBFb RUNX1 block,-3%,7%,7%,3%,-1%,4%,4%,5%
KinaseGlo FLuc,-2%,5%,0%,-2%,-2%,1%,-2%,-1%
HTT aggregate,-9%,9%,-5%,-23%[9.22 µM],-17%,-13%,-1%,-2%
Epigenetic derep,1.1%,-0.1%,1.1%,0.1%,-1.1%,4.2%,-1.0%,1.0%
NPSR antagonist,8%,5%,9%,-2%,16%,-55%,8%[46.1 µM],3%[46.1 µM]

Record cards, from the list above.
O=C(Nc1nccs1)c1ccccc1[N+](=O)[O-] is listed as LMNA splice mod = -9%; IMPase Li cell = -7%; CBFb RUNX1 block = -1%; KinaseGlo FLuc = -2%; HTT aggregate = -17%; Epigenetic derep = -1.1%; NPSR antagonist = 16%
O=C(CCNC(=O)c1ccccc1Cl)Nc1cccc(C(F)(F)F)c1 is listed as LMNA splice mod = -12%; IMPase Li cell = 0%; CBFb RUNX1 block = 7%; KinaseGlo FLuc = 5%; HTT aggregate = 9%; Epigenetic derep = -0.1%; NPSR antagonist = 5%

Next section
25: O=C(CNC(=O)c1ccco1)NCC(=O)OCc1cccc(Cl)c1
26: CCCOc1ccc(C2C(C#N)=C(N)Oc3nc[nH]c(=O)c32)cc1OC (configuration not stated)
27: Cc1ccc(NC(=O)Nc2cccc([N+](=O)[O-])c2)cc1F
28: COc1ccc(-c2cc(C(=O)NNC3=NCCC3)c3c(C)nn(-c4ccccc4)c3n2)cc1
29: O=C(O)c1ccccc1CSc1ncccc1C(=O)O
30: COc1ccc(-n2ncc3c(NCCN4CCOCC4)ncnc32)cc1
31: O=[N+]([O-])c1cccc(S(=O)(=O)N2CCC(c3nc(-c4ccncc4)no3)CC2)c1
32: Cn1c(=O)c2c(SCC(=O)N3CCOCC3)nc(C3CC3)nc2n(C)c1=O
assay / compound,25,26,27,28,29,30,31,32
LMNA splice mod,3%,-4%,?,-15%[46 µM],15%[46 µM],9%,-5%,0%
IMPase Li cell,-1%[38.3 µM],4%[38.3 µM],.,10%,-1%,-8%[38.3 µM],6%[38.3 µM],23%[38.3 µM]
CBFb RUNX1 block,2%,4%,0%,15%,-3%,-1%,4%,3%
KinaseGlo FLuc,0%,-6%,.,-3%,5%,8%,-2%,-1%
HTT aggregate,2%,-14%,?,-5%,-9%,2%[9.22 µM],?,-21%
Epigenetic derep,-0.1%,-4.1%,6.8%,?,-2.7%,-4.5%,0.0%,-0.8%
NPSR antagonist,1%[46.1 µM],-3%[7.67 µM],-20%[46.1 µM],-5%,5%,-23%[46.1 µM],-15%[46.1 µM],-7%[46.1 µM]

33: CCn1ccnc1CNCc1cn(-c2cc(C)ccc2C)nc1-c1ccccc1
34: CC(=O)Oc1cccc(O)c1
35: CCOc1ccc(C(=O)N(CN2CCCC2=O)c2cccc(Cl)c2)cc1
36: CC1N=C2c3ccccc3N=C(SCc3cc(=O)n4cc(Cl)ccc4n3)N2C1=O (configuration not stated)
37: COc1cc(/C=N/Nc2ccc(F)cc2F)cc(OC)c1OC
38: N/C(Cc1ccc([N+](=O)[O-])cc1)=N\OC(=O)c1ccc(Br)o1
39: Cc1nc(=O)c(-c2ccccc2)c(C)n1CCCCCC(=O)O
40: C=CCOC(=O)C1=C[C@H](c2csc3ccccc23)[C@@H](CCCO)[C@H](OCC)O1
assay / compound,33,34,35,36,37,38,39,40
LMNA splice mod,3%[46 µM],-19%,.,3%,?,0%,8%,.
IMPase Li cell,18%,13%,9%,11%,.,1%,22%[38.3 µM],10%
CBFb RUNX1 block,-30%,25%,12%,9%,-10%,-2%,-7%,-2%
KinaseGlo FLuc,2%,-5%,1%,-1%,.,-1%,-1%,.
HTT aggregate,-1%[9.22 µM],-4%,6%,4%,26%,13%,-10%,-11%[9.22 µM]
Epigenetic derep,-0.1%,-1.3%,-1.3%,-1.2%,-0.9%,0.6%,-1.4%,3.1%
NPSR antagonist,?,.,-7%,-1%[46.1 µM],-10%[46.1 µM],5%,2%[46.1 µM],?

41: O=C(Cc1csc(N2CCOCC2)n1)N/N=C/c1ccc(Cl)cc1Cl
42: CN1CCN(C(=O)c2cc(Cl)ccc2Cl)CC1
43: COc1ccc(-n2nc([N+](=O)[O-])c(=NCc3ccco3)n2O)cc1
44: CC1CCN(C(=O)c2ccc(CSc3nc4ccncc4n3Cc3ccc(F)cc3)cc2)CC1
45: CC(=O)n1nc(-c2ccco2)nc1N
46: Cc1c(C(=O)O)[nH]c2c1C(=O)CC(c1ccc(Cl)cc1)C2 (configuration not stated)
47: COc1ccc(CNc2ncnc3c2[nH]c2ccccc23)cc1
48: O=C(NCC(=O)N(c1cnc2ccccc2c1)C(C(=O)NC1CCCC1)c1ccncc1)c1ccco1 (configuration not stated)
assay / compound,41,42,43,44,45,46,47,48
LMNA splice mod,6%,?,.,?,1%,-8%,.,-13%
IMPase Li cell,32%[38.3 µM],-8%[38.3 µM],-4%,16%,5%[38.3 µM],21%[38.3 µM],.,-7%
CBFb RUNX1 block,-16%,-2%,-6%,-5%[2.36 µM],-1%,-1%,-9%,4%
KinaseGlo FLuc,18%,-3%,.,-3%,-1%,3%,.,1%
HTT aggregate,-1%,3%,28%,?,3%,-2%,14%[9.22 µM],7%
Epigenetic derep,0.0%,-1.3%,2.6%,1.3%,-1.1%,-6.3%,5.2%,-2.0%
NPSR antagonist,-9%[46.1 µM],0%[46.1 µM],3%,-4%,-3%[46.1 µM],-13%[46.1 µM],17%[7.67 µM],4%[46.1 µM]

Along the list, quoted from above:
Compounds 29 to 38 in HTT aggregate, in turn: -9%, 2%[9.22 µM], ?, -21%, -1%[9.22 µM], -4%, 6%, 4%, 26%, 13%
Compounds 29 to 38 in LMNA splice mod, in turn: 15%[46 µM], 9%, -5%, 0%, 3%[46 µM], -19%, ., 3%, ?, 0%
Compounds 29 to 38 in KinaseGlo FLuc, in turn: 5%, 8%, -2%, -1%, 2%, -5%, 1%, -1%, ., -1%
